Screening results (PubChem)
XiGFP reactiv: reactivates the inactive X chromosome in mouse fibroblasts. AID 743238. 360,000 tested, 0.055% active. activation, % at 7.58 µM. XiGFP mouse fibroblasts, % GFP-positive cells imaging, 3 d; cells co-treated with 5-aza-dC sensitizer; scaled so ellipticine positive control = 100%;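 active = mean normalized replicate activation at least 10% and every replicate at or above 10%; inconclusive = only one of the two criteria met; inactive = mean below 10% and not all replicates reach 10%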;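 note: 0% = median of on-plate neutral control wells and 100% = ellipticine 6 µM median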
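Material: SV40-immortalized XiGFP fibroblast cells, line 68-5-11 | Buffer or medium: DMEM containing 5-aza-dC | Dosing: One concentration, pinned | Times: 3 d treatment, 15 min room-temperature fixation | Controls: Ellipticine 6 µM positive control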
INS-1E GSIS act: primary screen for activators of insulin secretion dependent on glucose, INS-1E cells, GLuc reporter luminescence; INS-1E GLuc reporter insulin secretion, 2-3 h; activation, % at 16.6 µM; 370,000 tested, 0.61% active;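 active = lowest replicate activation of at least 40%, so every replicate reaches that level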;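 note: 0% = median of neutral control wells and 100% = median of IBMX positive control wells; some compounds called inactive have numbers as strong as hits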
ARNT TACC3 PPI: disrupts binding between human ARNT and TACC3. AlphaScreen His-ARNT PAS-B/GST-TACC3 binding, luminescence; TACC3 fragment carries E629A point mutation. Q9Y6A5. inhibition, % at 9.99 µM. 390,000 tested, 0.66% active;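 active = mean inhibition of replicates at least 50% and at least half of replicates each reaching 50%; inconclusive = half or more replicates reach 50% but mean below 50%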;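 note: 0% = complete ARNT plus TACC3 wells and 100% = ARNT alone without TACC3; many hits fall short of the cut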
RAD54 inh: RAD54 (human) branch migration inhibition; Q92698; 360,000 tested, 0.14% active; inhibition, % at 10.4 µM; RAD54 Holliday junction branch migration, FAM/BHQ fluorescence;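 active = mean normalized replicate activity at least 40 and at least half of replicates scoring 40 or more; inconclusive = only one of the two criteria met; inactive = mean below 40 and under half of replicates reaching 40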;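 note: 0% = median of neutral control wells and 100% = median of positive control wells; inhibitors cause a drop in the FAM fluorescence signal; in these data hits start at about 50%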
esBAF inh: SWI/SNF esBAF complex inhibition; mouse ES cells, Bmi1-luciferase knock-in reporter, 24 h; 100% = twice the neutral-well signal; 350,000 tested, 2% active; reporter increase, % at 12.5 µM; in the data active = activation above about 40%; inconclusive = no clear call, values can overlap the other calls;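 note: 0% = median of the plate's neutral control wells and 100% = double that signal; a rise in the Bmi1 reporter signal indicates esBAF inhibition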
ERAP1 inh: inhibitors of human ERAP1 aminopeptidase. recombinant ERAP1, Leu-AMC fluorescence, 60 min. inhibition, % at 10.7 µM. Q9NZ08. AID 652197. 340,000 tested, 0.15% active;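 active = mean replicate inhibition of at least 30%, or all replicates individually reaching that 30% level; inactive = mean below 30% and not every replicate reaching it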;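 note: 0% = neutral control wells and 100% = L-leucinethiol positive control wells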
F508del corr: CFTR F508del correction in bronchial cells. CFBE cells, YFP halide quenching; stimulated with forskolin plus potentiator P3; % fluorescence drop versus neutral controls. activity (quench increase), % at 7.58 µM. 350,000 tested, 0.36% active. AID 720511;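 active = mean added fluorescence quench of at least 8% versus neutral control, with both replicates also reaching 8%; inconclusive = only one of the mean or replicate conditions met; inactive = mean below 8% and not both replicates reaching 8%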;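 note: cells transiently co-express mutant CFTR-F508del with the halide-sensitive YFP; corrector assay measuring rescue of mutant channel to the surface after 24 h compound exposure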
RAD52 anneal inh: inhibitors of human RAD52 DNA annealing | 360,000 tested, 0.46% active | recombinant RAD52 DNA annealing, FRET fluorescence | inhibition, % at 18.7 µM | P43351;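 active = every replicate showing at least 50% inhibition; inconclusive = mean inhibition at least 50% but not in every replicate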
Target sequence (P43351 whole entry, looked up): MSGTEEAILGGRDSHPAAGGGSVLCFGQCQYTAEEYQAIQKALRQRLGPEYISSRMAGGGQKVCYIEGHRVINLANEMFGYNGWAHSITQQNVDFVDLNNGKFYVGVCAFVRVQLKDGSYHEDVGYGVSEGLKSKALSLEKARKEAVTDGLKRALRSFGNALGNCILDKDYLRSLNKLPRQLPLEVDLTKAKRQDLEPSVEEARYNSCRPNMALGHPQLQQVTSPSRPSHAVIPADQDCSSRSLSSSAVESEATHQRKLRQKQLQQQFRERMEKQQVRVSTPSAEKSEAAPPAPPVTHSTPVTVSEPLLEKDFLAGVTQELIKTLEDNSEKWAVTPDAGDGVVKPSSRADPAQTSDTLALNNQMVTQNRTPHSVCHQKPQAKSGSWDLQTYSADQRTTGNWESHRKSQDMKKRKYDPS
* marks the source's active call; other numbers are inactive results. Rows were taken by chance; about 3.3% have a hit in one of these screens.

What do the screens show for `COc1ccc(-c2nc(N)nc(C(F)(F)F)c2-c2csc(C)n2)c(O)c1`?
XiGFP reactiv: 0.2; INS-1E GSIS act: -6; ARNT TACC3 PPI: 8; ERAP1 inh: 0; F508del corr: -0.2; RAD52 anneal inh: -9

What do the screens show for `CCC(=O)N1[C@H](CN(CC)C(=O)c2ccccc2)[C@H](c2ccccc2)[C@@H]1CO`?
XiGFP reactiv: 0.0; INS-1E GSIS act: -7; ARNT TACC3 PPI: -8; RAD54 inh: -4; esBAF inh: 1; ERAP1 inh: 1; F508del corr: -1.0; RAD52 anneal inh: -4

Results for CN(C)c1nc(-c2cccnc2)nc(-c2ccccc2)c1C#N ?
XiGFP reactiv: 0.0; INS-1E GSIS act: 2; ARNT TACC3 PPI: -9; RAD54 inh: -3; esBAF inh: -4; ERAP1 inh: 2; F508del corr: -5.2; RAD52 anneal inh: -14

Results for CC(=O)CC1c2ccccc2C=C(c2ccsc2)N1c1ccc(-c2cccs2)cc1 (stereo unspecified) ?
XiGFP reactiv: 0.0; INS-1E GSIS act: -35; ERAP1 inh: 2; F508del corr: 1.4; RAD52 anneal inh: 4

What do the screens show for `CCNC(=O)C[C@@H]1CC[C@H]2[C@H](COc3ccc(NC(=O)c4cc(C)on4)cc3C(=O)N2C)O1`?
XiGFP reactiv: 0.2; INS-1E GSIS act: 3; ARNT TACC3 PPI: -8; RAD54 inh: -9; esBAF inh: -2; ERAP1 inh: -2; F508del corr: 0.5; RAD52 anneal inh: -12

What do the screens show for `CCc1ccc(-c2csc3ncn(CC)c(=O)c23)cc1`?
XiGFP reactiv: 0.3; INS-1E GSIS act: 7; ARNT TACC3 PPI: -4; RAD54 inh: 14; ERAP1 inh: 1; F508del corr: 2.9; RAD52 anneal inh: -11

What do the screens show for `Cc1noc(C)c1NC(=O)N(C)C[C@H]1Oc2ccc(NC(=O)c3ccncc3)cc2CC(=O)N([C@@H](C)CO)C[C@@H]1C`?
XiGFP reactiv: 0.5; INS-1E GSIS act: 9; ARNT TACC3 PPI: -4; RAD54 inh: -6; esBAF inh: -6; ERAP1 inh: -1; F508del corr: -0.3; RAD52 anneal inh: -6

How did C[C@@H]1CN([C@H](C)CO)C(=O)Cc2cc(NC(=O)CCCCCC(=O)Nc3ccccc3N)ccc2O[C@@H]1CN(C)S(=O)(=O)c1ccc(Cl)cc1 do in these assays?
XiGFP reactiv: 0.0; INS-1E GSIS act: 6; esBAF inh: -3; F508del corr: -2.6

Results for CCOC(=O)c1sc(=NC(=O)COc2ccc(Cl)cc2)n(C)c1C ?
XiGFP reactiv: 0.1; INS-1E GSIS act: 12; ARNT TACC3 PPI: 3; ERAP1 inh: -1; F508del corr: -0.8; RAD52 anneal inh: -7

Results for COc1ccccc1-c1cc(C(=O)N/N=C/c2ccc(C)o2)c2ccccc2n1 ?
XiGFP reactiv: 0.0; INS-1E GSIS act: -5; RAD54 inh: -1; esBAF inh: -2; ERAP1 inh: -3; F508del corr: 2.7; RAD52 anneal inh: -8

The closing two records of the section before come first, to join the parts:
Results for CCOC(=O)c1sc(=NC(=O)COc2ccc(Cl)cc2)n(C)c1C ?
XiGFP reactiv: 0.1; INS-1E GSIS act: 12; ARNT TACC3 PPI: 3; ERAP1 inh: -1; F508del corr: -0.8; RAD52 anneal inh: -7

Results for COc1ccccc1-c1cc(C(=O)N/N=C/c2ccc(C)o2)c2ccccc2n1 ?
XiGFP reactiv: 0.0; INS-1E GSIS act: -5; RAD54 inh: -1; esBAF inh: -2; ERAP1 inh: -3; F508del corr: 2.7; RAD52 anneal inh: -8

How did CCCN1C[C@H](C)[C@H](OC)CN(C)C(=O)c2cc(NC(=O)COC)ccc2OC[C@H]1C do in these assays?
XiGFP reactiv: 0.3; INS-1E GSIS act: 16; ARNT TACC3 PPI: -5; RAD54 inh: 6; esBAF inh: -13; F508del corr: -0.8

Results for CCCSc1nsc(SCCC)c1C#N ?
INS-1E GSIS act: -9; ARNT TACC3 PPI: -7; RAD54 inh: 1; esBAF inh: 22

How did Cn1c(SCC(=O)NNC(=O)c2ccccc2)nnc1C1CC1 do in these assays?
XiGFP reactiv: 0.0; INS-1E GSIS act: 8; ARNT TACC3 PPI: 2; RAD54 inh: 6; esBAF inh: 4; ERAP1 inh: 2; F508del corr: -0.4; RAD52 anneal inh: -15

What do the screens show for `CCC(CO)NCc1ccc(-c2ccccc2)cc1` (stereo unspecified)?
XiGFP reactiv: -0.1; INS-1E GSIS act: 9; ARNT TACC3 PPI: 2; RAD54 inh: -8; esBAF inh: -1; ERAP1 inh: 3; F508del corr: -1.5; RAD52 anneal inh: -22

How did CCOc1ccc(NC(=O)CCNC(=O)c2ccco2)cc1 do in these assays?
XiGFP reactiv: 0.0; INS-1E GSIS act: -2; ARNT TACC3 PPI: 4; RAD54 inh: -3; esBAF inh: 5; ERAP1 inh: -1; F508del corr: 0.6; RAD52 anneal inh: -18

How did Cc1ccc(CSCC(=O)N2CCCC2)cc1 do in these assays?
XiGFP reactiv: -0.1; INS-1E GSIS act: -6; ARNT TACC3 PPI: -30; RAD54 inh: 4; esBAF inh: inconclusive; ERAP1 inh: 1; RAD52 anneal inh: -5

Results for O=C(CSc1nnc2ccc(-c3ccccn3)nn12)NCCc1ccccc1 ?
XiGFP reactiv: 0.1; INS-1E GSIS act: 16; ARNT TACC3 PPI: -16; RAD54 inh: 3; ERAP1 inh: 7; F508del corr: -3.3; RAD52 anneal inh: -7

Results for C/C=C/c1ccc([C@@H]2[C@@H](CO)N(C(=O)c3cnccn3)C23CN(C(C)=O)C3)cc1 ?
XiGFP reactiv: 0.2; INS-1E GSIS act: 2; ERAP1 inh: -3; F508del corr: -0.1; RAD52 anneal inh: -8

How did CCCCNC(=O)c1cc(-c2ccc3c(c2)OCO3)on1 do in these assays?
XiGFP reactiv: 0.5; INS-1E GSIS act: 21; ARNT TACC3 PPI: -7; RAD54 inh: -7; esBAF inh: 15; ERAP1 inh: 6; F508del corr: -3.0; RAD52 anneal inh: -7

How did COC(=O)c1cc(=O)c2c(C)nc(C(Cl)(Cl)Cl)nc2[nH]1 do in these assays?
XiGFP reactiv: 0.0; INS-1E GSIS act: 20; ERAP1 inh: 5; F508del corr: -2.9; RAD52 anneal inh: 14

What do the screens show for `Cn1nc(-c2ccccc2)c(CO)c1Oc1cccc(C(F)(F)F)c1`?
XiGFP reactiv: 0.0; INS-1E GSIS act: 6; ARNT TACC3 PPI: -5; ERAP1 inh: 0; F508del corr: -1.6; RAD52 anneal inh: -2

Results for COc1cccc(CN2CCN(Cc3ccc(C)o3)CC2CCO)c1 (stereo unspecified) ?
XiGFP reactiv: 0.0; INS-1E GSIS act: 2; ARNT TACC3 PPI: -4; RAD54 inh: -13; esBAF inh: -3; ERAP1 inh: 1; F508del corr: 3.3; RAD52 anneal inh: 7

How did CC(OC(=O)CCc1nc2ccccc2c(=O)[nH]1)C(=O)Nc1cccc(C(F)(F)F)c1 (stereo unspecified) do in these assays?
XiGFP reactiv: -0.1; INS-1E GSIS act: -18; ARNT TACC3 PPI: 0; RAD54 inh: 8; ERAP1 inh: 3; F508del corr: -0.3; RAD52 anneal inh: -17

How did OC1C[N+]2(CCCCC2)C1 do in these assays?
INS-1E GSIS act: -11; ARNT TACC3 PPI: -3; RAD54 inh: 6; esBAF inh: 5

How did O=C(NCCO)c1nc(NCCO)c2ccccc2n1 do in these assays?
INS-1E GSIS act: 23; ARNT TACC3 PPI: -5; RAD54 inh: -8; esBAF inh: 6

How did Cc1ccc(NC(=O)COC(=O)COc2cccc3c2OC(C)(C)C3)cc1S(=O)(=O)N1CCOCC1 do in these assays?
XiGFP reactiv: 0.0; INS-1E GSIS act: -16; ARNT TACC3 PPI: 1; RAD54 inh: -2; esBAF inh: 4; ERAP1 inh: -3; F508del corr: 0.7; RAD52 anneal inh: -9

Results for CCCCSc1nnc(-c2c[nH]c3ccccc23)n1C ?
XiGFP reactiv: -0.1; ARNT TACC3 PPI: -1; RAD54 inh: -4; esBAF inh: 72*; ERAP1 inh: 6; F508del corr: -1.6; RAD52 anneal inh: 2

What do the screens show for `CCc1nc2c(OCCOc3ccc(F)cc3)cccn2c1N(C)C(=O)c1ccco1`?
XiGFP reactiv: 0.2; INS-1E GSIS act: -8; RAD54 inh: -4; esBAF inh: -3; ERAP1 inh: -4; F508del corr: 1.3; RAD52 anneal inh: 0

How did CC1=C(C(=O)N(C(C)C)C(C)C)CC(CC(=O)NC2CCCCC2)C(=O)N1Cc1ccc(F)cc1 (stereo unspecified) do in these assays?
INS-1E GSIS act: -17; RAD54 inh: -3; esBAF inh: -6; ERAP1 inh: -4; F508del corr: -0.6; RAD52 anneal inh: 1

What do the screens show for `Cc1cccnc1NC(=O)c1sc2ccccc2c1Cl`?
XiGFP reactiv: 0.1; INS-1E GSIS act: 9; ARNT TACC3 PPI: -4; RAD54 inh: 0; esBAF inh: 29; ERAP1 inh: -1; F508del corr: -2.2; RAD52 anneal inh: -12

How did COc1cccc(NC(=O)N[C@@H]2CC[C@H](CC(=O)N3CCN(C)CC3)O[C@@H]2CO)c1 do in these assays?
XiGFP reactiv: 0.2; INS-1E GSIS act: 6; ARNT TACC3 PPI: -8; RAD54 inh: -5; esBAF inh: -4; ERAP1 inh: 4; F508del corr: -1.6; RAD52 anneal inh: -3

What do the screens show for `COc1cccc(OCC(O)CN2CCc3ccccc3C2)c1` (stereo unspecified)?
XiGFP reactiv: 0.0; INS-1E GSIS act: 31; RAD54 inh: -6; esBAF inh: -4; ERAP1 inh: -5; F508del corr: 0.5; RAD52 anneal inh: -8

Results for Cc1cc(C(=O)Cn2cnc3ccc(Cl)cc3c2=O)c(C)n1C1CC1 ?
XiGFP reactiv: -0.1; INS-1E GSIS act: 1; ARNT TACC3 PPI: 17; RAD54 inh: 0; esBAF inh: 2; ERAP1 inh: 5; F508del corr: 5.9; RAD52 anneal inh: -11

What do the screens show for `O=C1c2cccc([N+](=O)[O-])c2C(=O)N1c1ccccc1`?
XiGFP reactiv: 0.1; INS-1E GSIS act: 21; RAD54 inh: 1; esBAF inh: -9; ERAP1 inh: -2; RAD52 anneal inh: -2

What do the screens show for `C[C@@H]1CCCCO[C@@H](CN(C)C(=O)Nc2cccc3ccccc23)[C@@H](C)CN([C@H](C)CO)C(=O)c2cc(NS(=O)(=O)c3ccccc3)ccc2O1`?
XiGFP reactiv: -0.1; INS-1E GSIS act: 11; ARNT TACC3 PPI: 6; RAD54 inh: -6; esBAF inh: -1; ERAP1 inh: 1; F508del corr: 2.0; RAD52 anneal inh: 4

Results for CO[C@H]1CN(C)C(=O)c2ccc(NS(C)(=O)=O)cc2OC[C@@H](C)N(S(C)(=O)=O)C[C@@H]1C ?
XiGFP reactiv: -0.1; INS-1E GSIS act: 2; ARNT TACC3 PPI: 6; RAD54 inh: 0; esBAF inh: 0; ERAP1 inh: 7; F508del corr: -2.4; RAD52 anneal inh: -2

Results for CCOC(=O)N1CCN(C(=O)c2ccc3c(=O)n(CCc4ccc(OC)c(OC)c4)c(=O)[nH]c3c2)CC1 ?
XiGFP reactiv: 0.0; INS-1E GSIS act: -2; ARNT TACC3 PPI: -1; RAD54 inh: 0; esBAF inh: 0; ERAP1 inh: -5; F508del corr: 0.2; RAD52 anneal inh: -9
